Bioassay records deposited in PubChem BioAssay by National Center for Advancing Translational Sciences (NCATS).
TRb SRC2 PPI – qHTS for Inhibitors of the Interaction of Thyroid Hormone Receptor and Steroid Receptor Coregulator 2. Thyroid hormone receptor beta (Homo sapiens), P10828. TRbeta-SRC2 peptide binding, fluorescence polarization; receptor liganded with 1 µM T3. Potency, µM (doses to about 106 µM), for inactives: top-dose activity change, negative = inhibition, actives largely listed as inhibitors. 280,000 compounds, 0.065% hits;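 note: plate controls were bound peptide for no effect and peptide without receptor for full effect; nearly all actives have a fitted effect of over 50% in size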
Target sequence (P10828 whole entry, looked up): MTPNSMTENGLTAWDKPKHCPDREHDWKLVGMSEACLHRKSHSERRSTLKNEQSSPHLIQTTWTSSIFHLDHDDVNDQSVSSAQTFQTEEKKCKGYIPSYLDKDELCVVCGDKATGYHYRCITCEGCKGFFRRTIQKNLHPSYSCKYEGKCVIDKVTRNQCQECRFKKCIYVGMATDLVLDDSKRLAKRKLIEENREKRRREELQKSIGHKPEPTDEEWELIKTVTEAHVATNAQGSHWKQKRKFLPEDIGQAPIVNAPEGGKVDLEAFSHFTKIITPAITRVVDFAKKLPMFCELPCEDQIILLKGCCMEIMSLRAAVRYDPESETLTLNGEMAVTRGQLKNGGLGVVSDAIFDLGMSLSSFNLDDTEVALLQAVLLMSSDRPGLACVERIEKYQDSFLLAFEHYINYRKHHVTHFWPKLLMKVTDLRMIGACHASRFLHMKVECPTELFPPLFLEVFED
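Decrease in fluorescence polarization of 20 nM Texas Red SRC2 coactivator peptide flagged inhibition of its binding to 0.6 uM TRb LBD; 1 uM T3 included, incubation 5 hr, ex 555/em 632 nm.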
TR SRC2 fluor cs – Total Fluorescence Counterscreen for Inhibitors of the Interaction of Thyroid Hormone Receptor and Steroid Receptor Coregulator 2 | TRb/SRC2 Texas Red total fluorescence interference | 280,000 compounds, 0.29% hits | Potency, µM (titrated, usually from 106 µM), for the others: at the highest dose fluorescence change, negative = quenching; active = well fitted curve in either direction with a large enough effect; inconclusive = small, poorly fitted or top-dose-only effect
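Human TRb ligand-binding domain at 0.6 uM with 20 nM Texas Red SRC2 peptide in Tris buffer containing 1 uM T3 and 5% DMSO, incubated with compound 5 h at ambient temperature. Total fluorescence (555/632 nm) calculated as parallel + 2 × perpendicular.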
GLA spleen mod – qHTS Assay for Inhibitors and Activators of Human alpha-Galactosidase From Spleen Homogenate | human spleen homogenate, 4MU-alpha-Gal fluorescence, 40 min | Potency, µM (top dose mostly 80 µM), inactives show top-dose activity change, negative = inhibition, actives largely listed as inhibitors | 240,000 compounds, 0.008% hits | AID 2107, 2009;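 note: 0% = enzyme with vehicle and -100% = no enzyme basal signal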
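Inhibition or activation of alpha-galactosidase in human spleen homogenate is scored by 4-MU fluorescence after 40 min at 37C, pH 5.0, with 1 mM substrate. AC50s come from concentration-response fitted to the Hill equation.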
L3MBTL1 block – qHTS Assay for the Inhibitors of L3MBTL1 | Lethal(3)malignant brain tumor-like protein 1 (Homo sapiens), Q9Y468 | 230,000 compounds, 0.66% hits | AlphaScreen L3MBTL1–H3K9me1 peptide binding | AID 485360, 2010 | Potency, µM (doses to about 57.1 µM), without a hit: at the top dose activity, negative = inhibition, usual class: inhibitors; note: nearly all actives have a fitted effect of over 60% in size
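L3MBTL1 50 nM + b-AHA-H3(1-15)K9me1 75 nM, 30 min RT; compound added, 30 min RT; streptavidin donor/Ni-chelate acceptor beads 10 ug/mL each final, 30 min RT dark; AlphaScreen read.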
Tau fibril ThT – qHTS for Inhibitors of Tau Fibril Formation, Thioflavin T Binding | recombinant tau K18 P301L, heparin-induced fibrillization, ThT fluorescence | 270,000 compounds, 2.1% hits | Potency, µM (series often up to 57.4 µM), without a hit: top-dose activity, negative = inhibition, most hits filed as inhibitors; note: nearly all actives have a fitted effect of over 55% in size
Target sequence (P10636 561-689 P618L limits assumed): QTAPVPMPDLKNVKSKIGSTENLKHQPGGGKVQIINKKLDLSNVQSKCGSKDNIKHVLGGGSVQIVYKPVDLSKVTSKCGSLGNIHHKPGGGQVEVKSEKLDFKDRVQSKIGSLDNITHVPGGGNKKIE
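Tau K18 P301L fragment (15 uM unlabeled plus 0.24 uM Alexa 594-labeled) in 100 mM sodium acetate pH 7 with compound, fibrillization induced by 20 uM heparin for 6 hr at 37 C. Thioflavin T (30 uM) added, fluorescence read after 1 hr (ex 450, em 510 nm).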
Tau fibril FP – qHTS for Inhibitors of Tau Fibril Formation, Fluorescence Polarization; Microtubule-associated protein tau (Homo sapiens), P10636; AID 1468, 2008; Potency, µM (titrated, usually from 57.7 µM), for the others: at the highest dose activity, negative = inhibition, hits mostly inhibitors; 280,000 compounds, 0.39% hits; K18 P301L tau heparin fibrillization, Alexa594 FP, 6 h; note: nearly all actives have a fitted effect of over 55% in size
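Recombinant K18 P301L […], labeled with Alexa 594 at 0.24 uM over 15 uM unlabeled; heparin inducer 20 uM final; 37 C, 6 hr; FP endpoint.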
Tau fluor cs – Counterscreen qHTS for Inhibitors of Tau Fibril Formation, Fluorescence Polarization; 280,000 compounds, 0.93% hits; Potency, µM (highest dose often 57.7 µM), for inactives: top-dose activity change, negative = decrease; AID 1463, 2008; tau K18 P301L (four-repeat tau fragment) Alexa594 fluorescence, heparin fibrillization; note: nearly all actives have a fitted effect of over 55% in size
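Human K18 P301L tau (15 uM unlabeled plus 0.24 uM Alexa 594-labeled, final) in 100 mM sodium acetate pH 7 was mixed with compound and 20 uM heparin and incubated 6 hr at 37 C.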
ALDH1A1 block – qHTS Assay for Inhibitors of Aldehyde Dehydrogenase 1 (ALDH1A1); 220,000 compounds, 7.3% hits; Purified ALDH1A1, NADH fluorescence, propionaldehyde substrate; Aldehyde dehydrogenase 1A1 (Homo sapiens), P00352; Potency, µM (titrated, usually from 75.3 µM), without a hit: at the highest dose activity, negative = inhibition, hits mostly inhibitors; AID 1030, 2008; active = well fitted inhibition curve with a large enough effect, not every such curve was filed as active; inconclusive = small, poorly fitted or top-dose-only effect, or another doubt; inactive = no such curve, though single readings can be large or run the other way;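 note: plate controls were no enzyme wells and a reference inhibitor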
Target sequence (P00352 whole entry, looked up): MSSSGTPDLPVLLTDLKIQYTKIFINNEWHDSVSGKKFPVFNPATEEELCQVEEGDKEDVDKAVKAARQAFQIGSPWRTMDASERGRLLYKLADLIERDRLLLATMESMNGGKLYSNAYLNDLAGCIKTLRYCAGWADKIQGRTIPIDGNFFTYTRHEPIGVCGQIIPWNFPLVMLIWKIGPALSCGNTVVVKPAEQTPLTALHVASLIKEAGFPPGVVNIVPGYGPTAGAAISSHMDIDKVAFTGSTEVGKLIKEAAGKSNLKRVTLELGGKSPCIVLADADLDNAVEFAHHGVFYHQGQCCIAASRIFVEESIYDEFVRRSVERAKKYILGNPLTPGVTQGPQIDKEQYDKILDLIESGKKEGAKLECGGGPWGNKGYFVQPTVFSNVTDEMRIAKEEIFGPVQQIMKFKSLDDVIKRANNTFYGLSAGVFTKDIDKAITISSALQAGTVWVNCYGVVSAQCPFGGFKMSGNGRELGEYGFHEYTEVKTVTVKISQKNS
Starred values were filed as active, the others as inactive; u = inconclusive; x = no result given; & = joins results of further samples; [ ] = dose if it differs, or a comment. Unless noted, calls come from the whole dose curve; as a rule, active = well fitted curve in the direction sought with a large enough effect; inconclusive = small, poorly fitted or top-dose-only effect, or another doubt; inactive = no such curve, though single readings can be large; an effect the other way counts as inactive or inconclusive. Unless noted, % is set by controls: 0 for no effect and ±100 for the full control effect; potency is the fitted concentration of half-maximal effect.

SMILES,TRb SRC2 PPI,TR SRC2 fluor cs,GLA spleen mod,L3MBTL1 block,Tau fibril ThT,Tau fibril FP,Tau fluor cs,ALDH1A1 block
COCCn1c(SCC(=O)NC(=O)NCc2ccccc2)nc2ccccc21,-5%,-4%,-2%,x,-26%,-4%,-14%,1%
COc1cccc(OC)c1OCCCSc1nc(C)cc(=O)[nH]1,4%,-1%,-3%,-9%,0%,0%,5%,0%
Cc1ccc(NC(=O)CSc2nnc(N)s2)c([N+](=O)[O-])c1,0%,0%,-7%,21%,-11%,3%,-7%,-1%
Cc1ccc(NC(=O)C2CCCN2S(=O)(=O)c2ccc3c(c2)CCC(=O)N3)cc1Cl (stereo unspecified),-1%,-3%,-3%,1%,0%,-9%,-13%,-11%
O=C1NC2(O)C(=O)c3ccccc3C2(O)N1 (stereo unspecified),3%,-2%,4%,x,1%,6%,2%,4%
CCN1CCN(c2nc3ccccc3nc2C(C#N)S(=O)(=O)c2ccc(C)c(C)c2)CC1 (stereo unspecified),-18%,0%,1%,x,-12%,4%,-25%,-12%
Cc1ccc2c(C(=O)CN3CCSCC3)c(C)[nH]c2c1,-23%,-4%,8%,-7%,-9%,0%,-1%,u
CC(C)CCNC(=O)c1ccc(Cl)c(NC(=O)Cc2ccccc2)c1,-3%,-4%,-7%,-3%,-4%,13%,-1%,-8%
CCOC(=O)c1cccc(NC(=O)CSc2nnc(-c3ccncc3)n2CCCOC)c1,-17%,0%,5%,-2%,3%,-1%,-3%,12%
COc1ccccc1Oc1nc(-c2ccccc2)cc(C)c1S(C)(=O)=O,6%,4%,2%,5%,-7%,-12%,-26%,2%
Cc1cccc(OCc2nnc(SCC(=O)N3CCc4ccccc43)n2C)c1,0%,-1%,-8%,-3%,u,4%,5%,u
O=C(NCc1ccccn1)[C@@H]1C[C@H]1[C@@H](NP(=O)(c1ccccc1)c1ccccc1)c1ccccc1,5%&6%,-1%&5%,-4%&-5%,-14%,-7%&0%,10%&2%,-6%&1%,-2%&6%
CCn1nc(C)c(C2C(C#N)=C(N)OC3=C2C(=O)CCC3)c1C (stereo unspecified),4%,0%,-11%,0%,6%,-1%,4%,-4%
O=c1[nH][nH]c(-c2ccccc2O)c1C(C[N+](=O)[O-])c1cccc(Cl)c1 (stereo unspecified),-2%[53 µM],-1%[53 µM],-2%,-12%,25µM*,-14%,u,-10%
C/C(CC(=O)N1CCN(C=O)CC1)=N\NC(=O)c1ccc(Br)cc1,2%,-1%,0%,-1%,-7%,0%,15%,u
Cc1ccc(CNC(=O)C2CCN(S(=O)(=O)N3CCC4(CC3)OCCO4)CC2)cc1,-3%,-3%,-3%,3%,2%,-2%,-3%,-8%
Cc1ccc(Sc2c(C)nn(C(=O)COc3ccc(F)cc3)c2C)cc1,5%,-4%,x,x,u,-7%,-14%,x
CN(C)CC(C)(C)CNC(=S)Nc1cc(S(=O)(=O)N2CCOCC2)ccc1Cl,2%,0%,-1%,-11%,1%,-3%,5%,9%
O=C1C2C3C=CC(C3=C3CCCCC3)C2C(=O)N1Cc1ccccc1 (stereo unspecified),-18%,-3%,-6%,11%,-14%,-1%,-6%,6.3µM*
CN(C)S(=O)(=O)c1cccc(C(=O)NC2CCCc3ccccc32)c1 (stereo unspecified),7%,-1%,1%,x,-19%,1%,-22%,-5%
Cc1cccc(N2C(=O)CSC23C(=O)N(C)c2ccccc23)c1 (stereo unspecified),0%,-2%,x,x,-6%,-6%,-12%,x
COC(=O)[C@@]1(Cc2ccc(F)cc2)[C@H]2c3cc(C(=O)N4CCCC4)n(Cc4c(CO)[nH]cc(C)c4=O)c3C[C@H]2CN1C(=O)c1ccccc1,0%,-3%,8%,x,u,8%,-18%,-6%
COc1ccc(Nc2nc(NCc3ccco3)nc(N3CCOCC3)n2)cc1,-5%,-8%,5%,x,-2%,u,-15%,x
O=c1ccn(Cc2ccccc2)c(=O)n1Cc1ccccc1,0%,0%,8%,-2%[11.4 µM],-7%,3%,1%,-2%
CCc1nnc(NC(=O)CSc2nc(-c3ccccc3)cc(-c3ccc(F)cc3)c2C#N)s1,7%,-1%,-5%,4%,5%,-9%,-13%,-19%

Gathered by group: the compounds so far with an aryl methoxy group
SMILES,TRb SRC2 PPI,TR SRC2 fluor cs,GLA spleen mod,L3MBTL1 block,Tau fibril ThT,Tau fibril FP,Tau fluor cs,ALDH1A1 block
COc1cccc(OC)c1OCCCSc1nc(C)cc(=O)[nH]1,4%,-1%,-3%,-9%,0%,0%,5%,0%
COc1ccccc1Oc1nc(-c2ccccc2)cc(C)c1S(C)(=O)=O,6%,4%,2%,5%,-7%,-12%,-26%,2%
COc1ccc(Nc2nc(NCc3ccco3)nc(N3CCOCC3)n2)cc1,-5%,-8%,5%,x,-2%,u,-15%,x

Sorted by number of heavy atoms (low to high): some entries from above.
SMILES,TRb SRC2 PPI,TR SRC2 fluor cs,GLA spleen mod,L3MBTL1 block,Tau fibril ThT,Tau fibril FP,Tau fluor cs,ALDH1A1 block
O=c1ccn(Cc2ccccc2)c(=O)n1Cc1ccccc1,0%,0%,8%,-2%[11.4 µM],-7%,3%,1%,-2%
COCCn1c(SCC(=O)NC(=O)NCc2ccccc2)nc2ccccc21,-5%,-4%,-2%,x,-26%,-4%,-14%,1%
CCN1CCN(c2nc3ccccc3nc2C(C#N)S(=O)(=O)c2ccc(C)c(C)c2)CC1 (stereo unspecified),-18%,0%,1%,x,-12%,4%,-25%,-12%

(next part)
SMILES,TRb SRC2 PPI,TR SRC2 fluor cs,GLA spleen mod,L3MBTL1 block,Tau fibril ThT,Tau fibril FP,Tau fluor cs,ALDH1A1 block
CCOC(=O)c1ccc(NC(=O)c2cc3c(=O)n(C)c4ccccc4c3n2C)cc1,6%,-17%,x,x,-13%,-2%,-10%,x
CN1CCN(S(=O)(=O)c2cc([N+](=O)[O-])ccc2N2CCCCCC2)CC1,-16%,0%,-10%,-7%,-7%,3%,-1%,u
CCN(CC)C(=O)CSc1nnc(COc2ccccc2)n1CC,0%,2%,-1%,x,-11%,1%,-7%,-9%
CCCOc1ccc(C2C(=O)N(C3CCC(C)CC3)CC(=O)N2Cc2cccc(OC)c2)cc1OC (stereo unspecified),2%,-1%,x,x,6%,4%,11%,x
COc1ccc(N/C(N)=N/c2nc(CSc3nnc(C)s3)cc(=O)[nH]2)cc1,1%[53 µM],-2%[53 µM],-8%,0%,-8%,-6%,-6%,1%
CCn1c(SCC(=O)Nc2ccc(C(C)=O)cc2)nc2ccccc21,-22%,1%,-3%,x,u,-2%,-10%,-2%
CC(=O)N(CCCN(C)C)CCC(C)CCC=C(C)C (stereo unspecified),0%,0%,4%,x,-6%,8%,-3%,4%
COc1cccc(=O)c2c(C)n(C)c(C)c12,-9%,-1%,5%,u,u,0%,-7%,6%
CCOc1ccccc1NC(=O)CSc1nnc(-c2cnccn2)n1C,-17%,2%,4%,10%,-4%,3%,1%,8%
CCOc1ccccc1NC(=O)Cn1cnc2c(cnn2-c2ccc(C)c(C)c2)c1=O,-11%,-1%,-1%,-4%,-10%,u,-23%,u
Cc1ccc(S(=O)(=O)NC2c3cccc4cccc(c34)C2Sc2n[nH]c(N)n2)cc1 (stereo unspecified),10%,2%,-7%,-5%,-10%,-3%,-29%,4µM*
CCOC(=O)COc1ccc(S(=O)(=O)Nc2ccc(C)cc2)cc1,-12%,3%,-19%,x,-3%,-1%,-18%,-4%
CCOC(=O)C1CCCN(Cc2cccc(Cl)c2)C1 (stereo unspecified),-12%,-2%,0%,5%,-3%,7%,0%,-15%
O=C(CSc1nc2ccccc2s1)N1CCOCC1,-6%,-7%,-5%,1%,-6%,0%,-5%,u
COc1cc(CNc2ccc3[nH]c(=O)[nH]c3c2)ccc1OCc1ccc(F)cc1Cl,-7%,-1%,x,x,u,11%,u,x
Cc1ccc(-c2nc(C#N)c(NCCCn3ccnc3)o2)cc1,-3%,-2%,-5%,-14%,-5%,7%,-3%,u
COc1ccc(-c2nn(-c3ccccc3)cc2/C=C/C(=O)OCC(=O)Nc2ccccc2C#N)cc1,8%,-1%,-4%,-9%,4%,2%,9%,-3%
Cc1ccc(Cl)cc1NC(=O)C1CCN(C(=O)c2cnn(-c3ccccc3)c2-n2cccc2)CC1,4%,-1%,x,x,u,0%,-20%,x
O=C1ON=C(c2cccc([N+](=O)[O-])c2)/C1=C/c1ccc(O)cc1,5%,-1%,-4%,-27%,u,4%,-20%,10µM*
CC(C)CCNC1=NCCCCC1,-1%,0%,5%,-2%,-10%,-2%,-8%,-3%
COc1ccccc1-c1coc2cc(OC(=O)/C=C/c3ccccc3)ccc2c1=O,-5%,5%,-16%,7%,-4%,0%,7%,7%
Cc1ccc(NC(/C=C/N(C)C)=C/C(=O)C(F)(F)F)c(C)c1,2%,-2%,2%,-9%,-15%,-5%,-17%,0%
COc1ccc(Cn2c(C)cc3c(c2=O)C(c2cccs2)C(C#N)=C(N)O3)cc1OC (stereo unspecified),6%,-1%,6%,x,-9%,u,-16%,1%
O=C(COC(=O)c1ccc(NS(=O)(=O)c2ccc(Br)s2)cc1)NC1CCCC1,-5%,-2%,-4%,9%,1%,9%,-6%,1%
CCOc1ccc(Br)cc1S(=O)(=O)Nc1cccc(-c2ccc(OC)nn2)c1,-4%,-17%,x,x,-2%,-11%,u,x
CCc1ccccc1-n1cnc2cc(C(=O)O)ccc21,8%,1%,1%,6%,-5%,1%,-7%,u
Cc1ccc(NC(=O)CSc2nnc(-c3ccco3)o2)c(C)c1,-2%,-1%,2%,1%,-3%,-6%,3%,1%
Fc1ccc(CN2CCCN(C(=S)Nc3ccc(F)cc3)CC2)cc1,8%,0%,5%,-6%,-14%,-6%,-22%,x
O=C(N/C(=C/c1cccs1)C(=O)N1CCOCC1)c1ccco1,3%,0%,2%,-3%,-1%,-7%,3%,-6%
